HCV inhibitor = qHTS Assay for Inhibitors of Hepatitis C Virus (HCV) | AID 651820, 2012 | Potency, µM (series often up to 41.8 µM), inactives show at the top dose activity change, negative = inhibition, hits mostly inhibitors | 340,000 compounds, 3.4% hits | Huh7.5.1 HCVcc-Cre infection, luciferase reporter, 44 h; note: potency is the fitted concentration of half-maximal effect
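Cells seeded at 1,000/well and cultured 4 h, then compounds added followed by HCVcc-Cre virus (~0.5 moi). After 44 h further culture, luciferase substrate was added, plates held 15 min at room temperature, and luminescence read for 15 sec.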
AMA1 RON2 block = qHTS for Inhibitors of AMA1-RON; Towards Development of Antimalarial Drug Lead: Primary Screen. Plasmodium falciparum AMA1 (3D7) - RON2 peptide interaction. AlphaScreen AMA1-biotinylated RON2 peptide binding. Potency, µM (doses to about 58.2 µM), inactives show at the top dose activity change, negative = inhibition, usual class: inhibitors. 360,000 compounds, 0.2% hits. AID 720542, 2013;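 note: potency is the fitted concentration of half-maximal effect; 0% = vehicle wells and -100% = peptide control; nearly all actives have a fitted effect of over 45% in size; some results filed as inactive show a strong effect at the top dose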
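AMA1 (3D7) with his tag at 25 nM final met compounds first, then biotinylated RON2 peptide at 25 nM; detection used donor plus acceptor beads, 10 µg/mL apiece, read by AlphaScreen after 30 min at room temperature.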
HCMV inh = qHTS Assay for inhibitors of the human cytomegalovirus (HCMV). HFF cells, HCMV-luciferase reporter, 72 h; stronger effect = lower value. 410,000 compounds, 4.5% hits. activity change, negative = inhibition, % at 57.5 µM; in the data active = activity change below about -60%; inconclusive = no clear call, values can overlap the other calls; inactive = above about -39%
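Two compound doses tested in HFFs infected with HCMV-luciferase, MOI 1 PFU/cell, 72 h at 37C. Lysate luminescence read with OneGlo; data normalized against buffer-only and 10uM Salinomycin inhibitor controls.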
AmpC inh no detg = qHTS Inhibitors of AmpC Beta-Lactamase (assay without detergent); P00811; AmpC nitrocefin hydrolysis, absorbance 480 nm, 0.0001% Triton; Potency, µM (doses to about 57.1 µM), for inactives: at the highest dose activity change, negative = inhibition, most hits filed as inhibitors; 330,000 compounds, 0.52% hits;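 note: potency is the fitted concentration of half-maximal effect; plate controls were no compound for no effect and no enzyme for full effect; nearly all actives have a fitted effect of over 20% in size; some results filed as inactive show a strong effect at the top dose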
Target sequence (P00811 whole entry, looked up): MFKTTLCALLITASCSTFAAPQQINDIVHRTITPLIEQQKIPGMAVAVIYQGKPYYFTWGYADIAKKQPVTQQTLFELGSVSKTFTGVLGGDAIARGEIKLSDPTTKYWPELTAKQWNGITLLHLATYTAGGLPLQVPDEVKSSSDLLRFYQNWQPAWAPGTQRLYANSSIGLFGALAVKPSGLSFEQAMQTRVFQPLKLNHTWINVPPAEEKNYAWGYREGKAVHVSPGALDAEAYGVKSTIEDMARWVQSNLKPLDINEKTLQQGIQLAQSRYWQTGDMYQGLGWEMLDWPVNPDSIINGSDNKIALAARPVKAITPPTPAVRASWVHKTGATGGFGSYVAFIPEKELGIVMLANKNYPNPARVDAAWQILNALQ
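20 mM phosphate pH 7.0 + 0.01% (detergent screen) or 0.0001% Triton X-100; 5.3 nM AmpC reagent; cpd preinc 15 min RT; nitrocefin (800 uM stock) to start; A480 q20 s × 4 min; Activity was normalised to no-enzyme and no-compound control wells.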
LmPK inhibitor = qHTS Assay for Inhibitors of Leishmania Mexicana Pyruvate Kinase (LmPK); purified LmPK, Kinase-Glo ATP luminescence, 1 h; Potency, µM (doses to about 57.5 µM), without a hit: at the top dose activity change, negative = inhibition, hits mostly inhibitors; 290,000 compounds, 0.37% hits; AID 1721, 2009; note: potency is the fitted concentration of half-maximal effect
Target sequence (Q27686 whole entry, looked up): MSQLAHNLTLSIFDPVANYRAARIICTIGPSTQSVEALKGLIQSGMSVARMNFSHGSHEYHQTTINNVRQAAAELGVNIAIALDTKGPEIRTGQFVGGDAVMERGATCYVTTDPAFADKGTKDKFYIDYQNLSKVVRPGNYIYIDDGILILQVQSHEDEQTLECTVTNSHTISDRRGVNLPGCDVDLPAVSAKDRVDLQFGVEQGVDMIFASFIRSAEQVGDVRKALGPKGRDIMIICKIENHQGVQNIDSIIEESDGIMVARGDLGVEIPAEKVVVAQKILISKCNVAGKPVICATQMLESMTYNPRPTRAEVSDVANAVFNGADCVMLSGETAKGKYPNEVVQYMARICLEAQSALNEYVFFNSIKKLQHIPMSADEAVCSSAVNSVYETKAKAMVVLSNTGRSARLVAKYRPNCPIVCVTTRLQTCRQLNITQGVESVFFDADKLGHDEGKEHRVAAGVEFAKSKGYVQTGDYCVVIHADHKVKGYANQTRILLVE
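qHTS format; LmPK 0.1 nM; substrates PEP 0.5 mM and ADP 0.1 mM. One-hour room-temperature incubation, then coupled luciferase luminescence; 0.5 nM enzyme wells mark activation.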
AmpC detergent = qHTS Inhibitors of AmpC Beta-Lactamase (assay with detergent); 370,000 compounds, 0.041% hits; P00811; Potency, µM (titrated, usually from 114 µM), inactives show at the top dose activity change, negative = inhibition, hits mostly inhibitors; AmpC hydrolysis of nitrocefin, absorbance 480 nm, 0.01% Triton;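 note: potency is the fitted concentration of half-maximal effect; 0% = no-compound wells and -100% = no-enzyme wells; nearly all actives have a fitted effect of over 25% in size; some results filed as inactive show a strong effect at the top dose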
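20 mM phosphate pH 7.0 + 0.01% (detergent screen) or 0.0001% Triton X-100; 5.3 nM AmpC reagent; cpd preinc 15 min RT; nitrocefin (800 uM stock) to start; A480 q20 s × 4 min; Activity was normalised to no-enzyme and no-compound control wells.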
TbPYK inhibitor = qHTS of Trypanosoma Brucei Inhibitors. pyruvate kinase (Trypanosoma brucei), Q57TT1. TbPYK enzyme, Kinase-Glo Plus ATP luminescence, 45 min. Potency, µM (highest dose often 76.8 µM), inactives show at the top dose activity, negative = inhibition, most hits filed as inhibitors. 410,000 compounds, 0.12% hits; note: potency is the fitted concentration of half-maximal effect; nearly all actives have a fitted effect of over 50% in size
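Glycolytic pyruvate kinase of T. brucei was incubated with substrate, test compound and 130 uM ADP for 45 minutes at room temperature. Luminescent Kinase-Glo Plus signal was measured after 10 minutes.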
An asterisk follows results filed as active; u = inconclusive; x = not tested or not shown; [ ] = remark or other dose. Unless noted, calls come from the whole dose curve; as a rule, active = well fitted curve in the direction sought with a large enough effect; inconclusive = small, poorly fitted or top-dose-only effect, or another doubt; inactive = no such curve, though single readings can be large; an effect the other way counts as inactive or inconclusive. Unless noted, % is set by controls: 0 for no effect and ±100 for the full control effect.

Each structure is followed by: LmPK inhibitor, HCMV inh, AMA1 RON2 block, AmpC detergent, HCV inhibitor, TbPYK inhibitor, AmpC inh no detg
(1) CCOC(=O)CC(NC(=O)C1c2ccccc2Oc2ccccc21)c1ccc(C)cc1 (stereo not drawn)
→ -1%, u, 11%, -7%, 4%, 1%, -16%
(2) CCc1ccc(C(=O)c2cn(CC(=O)Nc3ccc(F)c(F)c3)c3cc(OC)c(OC)cc3c2=O)cc1
→ x, -67*, x, -13%, x, 0%, x
(3) CCc1ccc(CN(Cc2ccco2)C(=O)c2ccccc2Cl)cc1
→ x, 34, x, 19%, x, 3%, x
(4) CC(=O)Nc1sc(C)c(C)c1C(=O)OCC(=O)N(Cc1ccccc1)C(C)C
→ x, -1, 13%, -12%, -17%, -8%, -21%
(5) CC1=C(C#N)C(NC(=O)c2ccccc2)(C(F)(F)F)C(=O)N1 (stereo not drawn)
→ x, 10, x, 8%, x, 6%, x
(6) Cc1nn(C)c(C)c1N1C(=O)c2cccc3c(N)ccc(c23)C1=O
→ -3%, 4, -13%, -10%, -13%, 2%, -21%
(7) O=C(O)CNC(=O)/C(=C\c1cccc([N+](=O)[O-])c1)NC(=O)c1ccco1
→ -1%, -22, 0%, -5%, 3%, -7%, -4%
(8) COc1ccc2cc(C3=CC(=O)CCC3)ccc2c1
→ x, 124, 9%, x, -20%, -4%, x
(9) C=C(C)COc1ccc(-c2n[nH]c(C)c2-c2ccc(Br)cc2)c(O)c1
→ 5%, -77*, 10%, -14%, u, 10%, -19%
(10) Cc1cc2cc(CNC(=O)c3ccc(C)c([N+](=O)[O-])c3)ccc2[nH]1
→ 3%, -7, -2%, -7%, -8%[8.37 µM], -1%, -23%
(11) COc1ccc(/C=C/c2nc(-c3ccccc3O)n[nH]2)cc1OC
→ 1%, 79, 77%[activator], u, u, 5%, 70%[activator]
(12) COc1ccc(C(=O)C2CCCN(Cc3ccc(F)cc3F)C2)cc1F (stereo not drawn)
→ 2%, -34, -10%, -18%, -12%, 5%, 17%
(13) CC(C)CCn1nc(C(=O)Nc2nc3c(s2)CCCC3)c2ccccc2c1=O
→ 1%, -18, 21%, -6%, u, -2%, -27%
(14) COc1cccc(CNC(=O)CCC2CCCN(C(=O)c3cccnc3SC)C2)c1 (stereo not drawn)
→ 12%, 13, -6%, -1%, 6%, -18%, 26%
(15) Cc1ccc(S(=O)(=O)N(C)c2ccc(C(=O)NCCc3ccccc3)cc2)cc1
→ 7%, 57, 0%, 1%, x, 4%, -37%

A draw from above in order of number of heavy atoms, highest first:
Each structure is followed by: LmPK inhibitor, HCMV inh, AMA1 RON2 block, AmpC detergent, HCV inhibitor, TbPYK inhibitor, AmpC inh no detg
(4) CC(=O)Nc1sc(C)c(C)c1C(=O)OCC(=O)N(Cc1ccccc1)C(C)C
→ x, -1, 13%, -12%, -17%, -8%, -21%
(7) O=C(O)CNC(=O)/C(=C\c1cccc([N+](=O)[O-])c1)NC(=O)c1ccco1
→ -1%, -22, 0%, -5%, 3%, -7%, -4%
(3) CCc1ccc(CN(Cc2ccco2)C(=O)c2ccccc2Cl)cc1
→ x, 34, x, 19%, x, 3%, x
(8) COc1ccc2cc(C3=CC(=O)CCC3)ccc2c1
→ x, 124, 9%, x, -20%, -4%, x

Next part
Each structure is followed by: LmPK inhibitor, HCMV inh, AMA1 RON2 block, AmpC detergent, HCV inhibitor, TbPYK inhibitor, AmpC inh no detg
(16) Fc1ccc(-c2cc3ncc4c(n3n2)-c2cc(Cl)ccc2OC4)cc1
→ x, 24, x, 1%, x, 2%, x
(17) O=C(Nc1ccc(S(=O)(=O)Nc2ccc(F)cc2)cc1)c1ccc(CN2CCOCC2)cc1
→ 4%, -65*, -11%, -10%, 1µM*, -3%, 0%
(18) CCOC(=O)c1ccc(NC(=O)CN(c2ccc(C)cc2)S(=O)(=O)c2c(C)nn(C)c2C)cc1
→ 8%, 75, -8%, -8%, -27%, -1%, 148%[activator]
(19) COc1ccc(CC(=O)Oc2ccc(F)c(F)c2)cc1S(=O)(=O)N1CCOCC1
→ x, -6, 5%, -15%, 9%, -6%, 26%
(20) NC(=O)NOCc1cccc(Cl)c1
→ -4%, 30, 2%, 2%, 17%, 4%, -10%
(21) COc1ccc(C(=O)NCc2ccc3c(c2)cc(C)n3C)cc1
→ 5%, -14, -19%, -8%, -10%, 3%, -40%
(22) O=C(CCNS(=O)(=O)c1ccccc1)OCC(=O)c1ccc(Cl)cc1
→ x, -22, 11%, u, 8%[8.37 µM], -3%, -32%
(23) CCOc1ccc(NC(=S)NC(=O)c2c(Cl)cnn2CC)c([N+](=O)[O-])c1
→ 2%, -13, 7%, u, u, -10%, -18%
(24) COc1ccc2nc(/N=C(\N)NC(=O)Nc3ccccc3)nc(C)c2c1
→ 0%, -8, -9%, -4%, u, 3%, -29%
(25) CCOC(=O)CSc1nc2ccc(NC(=O)COc3ccccc3C)cc2s1
→ x, 1, x, 20%, x, -1%, x
(26) CCNC(=S)N/N=C/c1cccc(/C=N/NC(=S)NCC)c1
→ 1%, -37, 33%[activator], 3%, 6%, -2%, -2%
(27) Clc1ccc(CON/C=N/c2ncnc3sccc23)cc1
→ 0%, -9, 6%, -3%, -16%, -11%, -26%
(28) COc1cc(NC(=O)c2ccc(C)cc2C)ccc1NC(=O)c1cc2ccccc2o1
→ 1%, -82*, 4%, u, u, 3%, -15%
(29) COc1ccc(-c2noc(CCC(=O)N3CCN(Cc4ccccc4)CC3)n2)cc1
→ 12%, 8, 1%, 1%, -23%, -1%, 131%[activator]
(30) CCC(C)(C)c1ccc(OCCN2C(=O)NC(C)(C)C2=O)cc1
→ 0%, -16, 9%, 2%, -6%, x, 89%[activator]
(31) Cc1ccccc1CSCC(=O)NC1CCCC1
→ -1%, x, 3%, -3%, 5%, -11%, -6%
(32) Nc1c(-c2ccccc2)cnn1-c1ccccc1
→ u, x, -9%, 2%, 1%, -12%, -25%
(33) CC(=O)Nc1ccc(Nc2nc(C)c([N+](=O)[O-])c(N(C)c3ccccc3)n2)cc1
→ -3%, u, -1%, 4%, 18µM*, 1%, -10%
(34) O=c1[nH]c2c(c(=O)[nH]1)CCC2
→ -2%, 4, 12%, 3%, 7%, -14%, -10%
(35) Cc1ccc(S(=O)(=O)NN=Cc2ccccc2Cl)cc1
→ x, 12, 2%, x, x, 4%, x
(36) O=C(NNC1CCN(Cc2ccccc2)CC1)c1ccccc1
→ x, -27, 14%, x, 12%, 2%, x
(37) Cc1cc(C)nc(CCNC(=O)c2cc(COc3ccc(F)cc3Cl)on2)n1
→ 5%, -19, 1%, 2%, -5%, -5%, 109%[activator]
(38) O=C(CCN1CCc2ccccc2C1)Nc1ccc(F)cc1
→ 0%, -2, 34%, -1%, 3%, 2%, -15%
(39) Cc1ccc(NC(=S)N2CCC(C(N)=O)(N3CCCCC3)CC2)c(C)c1
→ -2%, 1, 6%, 6%, 12%, 1%, -11%
(40) COc1ccccc1NS(=O)(=O)c1ccc2c(c1)CCN2C(=O)CCC(=O)O
→ -2%, -11, 12%, 5%, 11%, -2%, -13%
(41) CCOc1ccc(N2C(=O)CSC2c2ccncc2)cc1 (stereo not drawn)
→ 1%, 46, 1%, -11%, u, 2%, -28%
(42) CC(OC(=O)/C=C/c1ccccc1)C(=O)N1CCc2ccccc21 (stereo not drawn)
→ x, -1, -11%, u, 22%, -7%, -15%
(43) CCc1cc(-c2n[nH]c(=S)n2CC)cs1
→ -22%, -13, 75%[activator], -11%, 5%, 10µM*, -15%
(44) CC(C)c1ccc(NC(=O)CCNS(=O)(=O)c2ccc3[nH]c(=O)oc3c2)cc1
→ 4%, -18, -8%, 4%, 12%, -5%, -20%
(45) CN(CC(=O)Nc1ccccc1Br)C(=O)COc1ccc2ccccc2c1
→ x, 0, -9%, 4%, u, 1%, 32%
(46) COc1ccc(OC)c2sc(N(CCCN(C)C)C(=O)CCS(=O)(=O)c3ccccc3)nc12
→ x, 16, -11%, 0%, u, -8%, 121%[activator]
(47) CCSc1nnc(CSc2ncccn2)n1C
→ 2%, -27, 4%, u, 11%, 6%, 17%
(48) Cc1cc(C)c(S(=O)(=O)N2CCCC2=O)c(C)c1N(C)S(C)(=O)=O
→ 1%, -7, 6%, u, 18%, 1%, -7%
(49) Nc1nonc1-n1nncc1-c1ccccc1
→ 4%, 30, -5%, 4%, u, 2%, -14%
(50) Cc1cccc(C)c1OCCn1c(CCNC(=O)C2CCCCC2)nc2ccccc21
→ x, 60, x, 15%, x, 2%, x
(51) CCCCN(C)S(=O)(=O)c1ccc(C(=O)Nc2nnc(C3=COCCO3)o2)cc1
→ 1%[11.5 µM], -27, 88%[activator], 7%, 15%, 2%, -22%
(52) Cc1nc2ccc(C(=O)Nc3cccc(OCC(=O)N(C)C)c3)cn2c1N(C)CC1CCCCC1
→ x, -3, -17%, x, x, 4%, x
(53) CC(C)c1ccc(N(C(=O)c2csnn2)C(C(=O)NC2CCCC2)c2cccnc2)cc1 (stereo not drawn)
→ 5%, -20, -13%, -7%, 1%, 0%, 32%
(54) Cc1ccc(-c2nnc3c4ccccc4c(C)nn23)cc1NC(=O)CN1CCOCC1
→ 2%, x, x, -8%, x, x, -21%
(55) COc1cc(CN2CCc3nc(Nc4ccc5c(c4)OCCO5)ncc3C2)cc(OC)c1OC
→ x, 108, x, 20%, x, 0%, x
(56) CCN1C(=O)C(C)C=C(C)C=C1C (stereo not drawn)
→ x, -3, -15%, x, x, 0%, x
(57) CCc1cc2c(NCCN3CCCCC3)ncnc2s1
→ 0%, 16, -15%, -1%, -25%, -1%, -20%
(58) COc1cc(Cl)c(NC(=O)CCS(=O)(=O)c2ccc3c(c2)NC(=O)CO3)c(OC)c1
→ x, 1, x, -2%, x, 1%, x
(59) Oc1ccccc1C1NN=C(c2ccccc2)S1 (stereo not drawn)
→ -13%, 224, 69%[activator], u, -19%, -8%, -10%
(60) CSc1ccccc1C(=O)Nc1c(C)cccc1C
→ 1%, -12, 2%, 5%, 17%, 2%, -16%
(61) O=C(OCC(=O)N1CCN(c2ccccc2)CC1)c1cnc(Cl)c(Cl)c1
→ 5%, -29, x, 3%, x, x, 15%
(62) CC(C)C[C@H](NC(=O)c1[nH]cnc1C(=O)Nc1ccccc1F)C(=O)OC(C)(C)C
→ x, -23, 100%[activator], x, x, 4%, x

From PubChem
